Bcl-xL primary: blocks human Bcl-xL binding to Bim BH3 peptide; Q07817; GST-Bcl-xL / FITC-Bim BH3 peptide fluorescence polarization; inhibition, % at 10.9 µM; 320,000 tested, 0.7% active; AID 2129;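 active = inhibition above the mean of all tested compounds plus 3 SD, cutoff set per campaign, cut at about 30% in these data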;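 note: 0% = DMSO wells and 100% = unlabeled Bim-BH3 peptide competitor; inhibitors lower millipolarization by displacing the labeled peptide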
Target sequence (Q07817 whole entry, looked up): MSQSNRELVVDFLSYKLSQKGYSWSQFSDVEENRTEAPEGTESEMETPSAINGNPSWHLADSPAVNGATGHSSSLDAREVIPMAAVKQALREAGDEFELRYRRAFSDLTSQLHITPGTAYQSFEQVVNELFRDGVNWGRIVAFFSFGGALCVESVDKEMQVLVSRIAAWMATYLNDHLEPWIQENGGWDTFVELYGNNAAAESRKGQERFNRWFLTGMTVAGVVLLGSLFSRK
VLA-4 inh: inhibition in a human VLA-4 binding assay | VLA-4 expressing cells, ligand binding flow cytometry | inhibition, % (about 7 µM as worked out from the volumes in the protocol) | 330,000 tested, 0.2% active; in the data active = inhibition above about 50%
GLD-1 TGE inh: GLD-1-TGE RNA interaction inhibition (C. elegans); purified GLD-1 + fluorescein TGE RNA, fluorescence polarization; inhibition, % at 5.96 µM; 320,000 tested, 0.44% active; Q17339;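 active = percent inhibition above a per-plate cutoff, the plate mean of test compounds plus 3 SD, cut at about 30% in these data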;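 note: 0% = DMSO wells with GLD-1 and probe and 100% = wells lacking GLD-1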
Target sequence (Q17339 whole entry, looked up): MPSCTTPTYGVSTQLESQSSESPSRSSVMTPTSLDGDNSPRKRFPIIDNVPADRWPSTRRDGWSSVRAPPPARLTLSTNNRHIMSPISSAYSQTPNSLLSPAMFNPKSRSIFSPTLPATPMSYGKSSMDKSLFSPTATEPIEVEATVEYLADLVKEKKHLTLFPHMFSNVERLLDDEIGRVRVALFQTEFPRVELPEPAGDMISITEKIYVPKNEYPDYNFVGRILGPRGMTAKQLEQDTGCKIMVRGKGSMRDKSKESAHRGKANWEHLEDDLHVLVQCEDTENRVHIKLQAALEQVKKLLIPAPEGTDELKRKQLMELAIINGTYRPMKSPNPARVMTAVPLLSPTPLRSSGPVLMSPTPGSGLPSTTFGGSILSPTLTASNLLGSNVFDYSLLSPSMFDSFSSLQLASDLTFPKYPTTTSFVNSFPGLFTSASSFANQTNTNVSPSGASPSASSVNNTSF
AGP1 TOR yeast: alters AGP1-GFP fluorescence in TOR pathway yeast screen; AID 2066; 320,000 tested, 0.02% active; GFP response vs DMSO, % at 10 µM; S. cerevisiae AGP1-GFP multiplex flow cytometry, 3 h; GFP as percent of DMSO wells;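 active = GFP response relative to DMSO above a set limit, near screen average plus 3 SD, cut at about 150% in these data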;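 note: median GFP channel fluorescence of the gated AGP1 strain per well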
MCL1-BIM inh: MCL1-BIM-BH3 interaction inhibition (human). inhibition, % at 10.9 µM. 320,000 tested, 0.68% active. GST-MCL1 / FITC-Bim-BH3 fluorescence polarization. Q07820;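 active = inhibition above the mean inhibition of all tested compounds plus 3 SD, set per campaign, cut at about 40% in these data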;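 note: 0% = DMSO wells and 100% = unlabeled Bim-BH3 peptide control; higher means more loss of mP so more displacement of Bim peptide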
Target sequence (Q07820 whole entry, looked up): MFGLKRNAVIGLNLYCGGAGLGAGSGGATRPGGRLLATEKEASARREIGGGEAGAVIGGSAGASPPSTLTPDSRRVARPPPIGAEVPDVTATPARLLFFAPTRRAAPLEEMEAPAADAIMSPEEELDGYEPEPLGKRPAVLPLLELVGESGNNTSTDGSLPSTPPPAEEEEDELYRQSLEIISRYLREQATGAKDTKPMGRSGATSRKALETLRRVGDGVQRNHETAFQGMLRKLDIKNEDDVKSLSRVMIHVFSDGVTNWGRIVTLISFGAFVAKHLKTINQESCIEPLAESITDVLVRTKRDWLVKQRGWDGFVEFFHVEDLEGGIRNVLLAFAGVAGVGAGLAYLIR
GRK2 aptamer HTS: blocks RNA aptamer binding to human GRK2. bead flow cytometry, FAM-aptamer displacement from GRK2. AID 488847. 330,000 tested, 0.59% active. inhibition of aptamer binding, % at 10 µM. P25098;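 active = inhibition of aptamer binding above 40%, roughly 3 SD of noise, on plates passing a quality check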;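 note: median bead fluorescence of bound FAM aptamer so fluorescent compounds give negative values; no value below 0 was filed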
CR mimetic SO: yeast age-related superoxide inhibition as caloric restriction mimetic; superoxide response (% of plate mean), % at 10 µM; 330,000 tested, 0.18% active; AID 2690; S. cerevisiae aged cells, superoxide DHE fluorescence; hits give low values;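 active = superoxide response under a set limit, about three screen SD below normal, cut at about 65% in these data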;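 note: yeast aged for seven days with compound at 30 °C before DHE staining; 100% = average MFI of all compound-treated wells on the plate with controls excluded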
CIT2 TOR yeast: modulators of TOR pathway CIT2-GFP in S. cerevisiae; S. cerevisiae CIT2-GFP strain, flow cytometry, 3 h; 100 means same as DMSO wells; GFP response vs DMSO, % at 10 µM; 320,000 tested, 0.065% active;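 active = GFP response relative to DMSO above a set limit, near the screen mean plus 3 SD, cut at about 150% in these data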;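 note: ratio of well median GFP fluorescence to mean of DMSO wells on the plate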
MEX-5 binding: C. elegans MEX-5 TCR-2 RNA binding activity. Q9XUB2. activity score (negative = inhibition of binding), % at 10 µM. 300,000 tested, 0.38% active. AID 1832. MEX-5/FITC-TCR2 RNA binding, fluorescence polarization; hits give low values;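 active = inhibition past about -25% in most replicates, and total fluorescence under double the plate's negative control median, limit read from the data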;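 note: 0% = DMSO and -100% = 5 µM competing unlabeled TCR2 RNA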
* = called active by the depositor; nt = no result given; & = joins results of further samples; [ ] = another dose, or the depositor's remark.

Results follow in this order: Bcl-xL primary	VLA-4 inh	GLD-1 TGE inh	AGP1 TOR yeast	MCL1-BIM inh	GRK2 aptamer HTS	CR mimetic SO	CIT2 TOR yeast	MEX-5 binding
- Cc1cc(C)c(C#N)c(SCc2ccc([N+](=O)[O-])cc2)n1
    4	7	-8	106	-1	0	105	86	1.9
- CCN1C(=O)/C(=C2\SC(N3CCCCC3)=NC2=O)c2ccccc21
    7	-21	4	90	11	6	102	109	-0.5
- CCOC(=O)CNC(=S)n1cnc(N)n1
    1	-10	3	96	6	1	93	105	0.0
- OCC[C@H]1C[C@H](O)[C@@H](O)[C@@]2(OCCCc3ccccc32)O1
    -3	3	-5	79	10	0	106	74	nt
- O=C(/C=C/Nc1ccc(Br)cc1F)c1ccco1
    -5	10	-3	93	-11	0	92	86	0.3
- Cc1cccc(C)c1NC(=O)c1ccc(-n2cnnn2)cc1
    -1	14	3	103	-3	0	100	105	1.2
- COc1ccc(OC[C@@H](O)CNC(=O)c2cccc3c2C(=O)c2ccc(Cl)cc2S3(=O)=O)cc1
    -3	14	17	78	-1	0	116	90	nt
- COc1ccc(C2CC(c3ccc4ccccc4c3)=NN2C(=O)COC(=O)C2CCC(=O)N2)cc1 (centres undefined)
    1	4	-8	100	-3	1	109	103	-0.8
- COc1ccccc1NC(=O)C(=O)NCCC1CCCCN1S(=O)(=O)c1cccs1 (centres undefined)
    1	-6	0	103	2	1	89	101	0.1
- COc1c(C=O)cc2c3c1CCCN3CCC2
    9	-2	-2	88	7	0	99	95	0.8
- CC1CC1C(=O)OCC(=O)NC(=O)c1ccccc1 (centres undefined)
    0	15	4	113	2	0	124	110	-1.5
- Cc1cc(Br)ccc1NC(=O)CNC(=O)COc1ccccc1C
    -5	-4	5	102	-12	0	111	99	0.5
- CCOC(=O)CNC(=O)C(Cc1ccccc1)NS(=O)(=O)c1cccs1 (centres undefined)
    4	-17	12	105	5	2	85	103	nt
- Clc1ccc(Sc2ccc(/C=N/n3cnnc3)o2)cc1
    3	11	6	109	6	0	130	108	0.9
- CC1(c2ccccc2)CC(C)(C)N2C(=O)C3(C(C#N)=C(N)Oc4cc(O)ccc43)c3cccc1c32 (centres undefined)
    2	4	4	97	-5	2	112	94	-0.6
- Cc1cccc(C(=O)OCC(=O)c2cccc(Br)c2)c1O
    1	5	2	91	8	2	101	98	-0.5
- On1c(-c2ccccc2)nc2ccccc21
    -1	3	-5	103	-7	0	100	101	-1.0
- Cc1ccccc1NC(=O)Cn1c(=O)sc2ccccc21
    1	21	-5	104	5	0	90	109	0.9
- Cc1ccc(F)cc1N=Cc1c(O)c2ccccc2oc1=O
    3	3	-8	91	1	0	95	100	-1.3
- COc1ccc(N(C(=O)CNS(=O)(=O)c2ccccc2)C(C(=O)NCc2ccco2)C(C)C)cc1 (centres undefined)
    6	-1	0	101	2	0	89	98	1.0
- Cc1cc(C)nc(N2C(=O)CC(C(C)c3ccccc3)C2=O)n1 (centres undefined)
    7	-12	-4	103	4	3	105	95	-0.3
- CN1C[C@@H]2C(c3ccccc3)C3(c4cccnc4)CC2(C3)[C@H]1c1ccccc1 (some centres undefined)
    4	5	-6	102	1	0	92	102	2.5
- CCCc1nnc(NC(=S)Nc2ccccc2)s1
    3	6	8	102	6	0	96	91	-2.2
- Cc1ccccc1-c1nnn(Cc2ccc(F)cc2Cl)n1
    -1	6	1	102	-3	0	90	100	0.1
- Cc1ccc(S(=O)(=O)N(C)Cc2nc(-c3ccc(Br)cc3)no2)cc1
    4	-10	11	106	-4	0	92	109	0.7
- CN(C)c1ccc(NC(=O)CN2CCC(O)(c3ccccc3)CC2)cc1
    1	14	5	94	2	0	110	94	1.8
- O=C(CN1CCN(C(=O)c2ccco2)CC1)Nc1cc(Cl)ccc1Cl
    -2	5	1	99	-2	0	95	97	0.4
- Cc1ccc(C(=O)NCCc2nnc(SCC(=O)Nc3cccc(C(=O)O)c3)n2C)cc1
    nt	-4	nt	97	nt	0	94	97	nt
- Cc1cccnc1NC(=O)CCNC(=O)c1ccc(Br)cc1
    nt	14	nt	96	nt	1	99	97	0.2
- COc1ccc(N2CC(C(=O)N[C@@H](C)C(=O)NC3CCCC3)CC2=O)cc1 (some centres undefined)
    -3	3	6	99	1	0	115	104	-4.6
- O/N=C/c1cn(-c2ccccc2)nc1-c1ccccc1
    nt	-2	nt	84	nt	1	100	94	-0.7
- CC1(C)Cc2c(C#N)c(N3CCN(C(=O)c4ccccc4)CC3)nc(Cc3ccccc3)c2CO1
    3	7	8	99	14	2	110	105	2.4
- CCN(CC)CC(=O)Nc1ccc(-c2nc3cc(NC(=O)CN(CC)CC)ccc3o2)cc1
    6	-12	5	100	-1	0	87	96	-0.4
- Cc1ccc2c(c1)[C@H]1[C@H](CO2)[C@H](c2ccccc2)[C@]2(C)C(=O)N(Cc3ccc(F)cc3)CC(=O)N12
    nt	2	52*	95	nt	0	110	94	nt
- C/C(CC1(O)C(=O)Nc2ccccc21)=N\O (centres undefined)
    -2	0	0	98	0	1	99	94	-0.7
- COc1cc(NS(=O)(=O)c2ccc(C)c(C)c2)c(OC)cc1Cl
    4	-7	6	103	-1	0	107	102	2.5
- CCc1ccc(C2c3[nH]c4ccccc4c3CCN2C(=O)CN2CCN(CC)CC2)cc1 (centres undefined)
    -2	-4	-4	103	-5	0	101	112	0.4
- COC(=O)Nc1ccc(S(=O)(=O)N2CCCC(C(=O)O)C2)cc1 (centres undefined)
    5	14	10	99	0	0	115	85	1.6
- CCNC(=O)C(=O)Nc1cc2c3c(c1)CCN3C(=O)CC2
    -2	2	-6	98	-1	0	111	98	-1.4
- O=[N+]([O-])c1ccc(N2CCCCCC2)c([N+](=O)[O-])c1
    1	4	-3	109	-4	5	94	112	nt
- O=C1c2[nH]nc(-c3ccccc3O)c2C(c2ccccc2F)N1Cc1ccco1 (centres undefined)
    5	0	7	99	2	0	96	101	nt
- O=c1c2ccccc2ncn1CCOCCOc1ccc([N+](=O)[O-])cc1
    5	10	-2	92	4	3	74	93	1.6
- CCOC(=O)N1CCC(NC(=O)C2CCCN(S(=O)(=O)c3cccc4nsnc34)C2)CC1 (centres undefined)
    5	-1	-2	100	5	1	98	100	-1.2
- CC(=O)NC1C(=O)SC1(C)C (centres undefined)
    5	-5	3	67	2	1	104	86	0.1
- Cc1nnc(SCc2ccc(CSc3nnc(C)c(=O)[nH]3)cc2)[nH]c1=O
    12	4	9	92	0	0	106	nt	0.0
- CC(=O)c1csc(-c2cccc(-c3nc4ccc(Cl)cn4c3NC3CCCCC3)c2)c1
    4	20	-1	95	2	5	106	88	-3.4
- O=[N+]([O-])c1[nH]cnc1/C=C/c1ccccc1
    -2	9	4	92	-8	2	104	86	1.6
- CCNc1nc(NCc2ccccc2)nc(Oc2ccc(=O)[nH]n2)n1
    -2	2	3	104	-4	0	90	104	-2.9
- CC(=O)N(C1=C(N2CCOCC2)C(=O)c2ccccc2C1=O)c1ccc(C(=O)O)cc1
    10	6	1	101	2	1	138	102	3.1
- CCOC(=O)c1nc(Nc2cc(Cl)ccc2OC)c2ccccc2n1
    2	0	5	92	-3	0	108	99	0.6
- COc1ccc(-c2cn3cccnc3n2)cc1
    6	9	9	110	4	4	99	105	3.1
- Cc1onc(-c2c(F)cccc2Cl)c1C(=O)NC(=S)NC1CCS(=O)(=O)C1 (centres undefined)
    10	4	3	102	9	15	98	108	1.0
- O=C(NCCCNc1ccc([N+](=O)[O-])cc1)C(F)(F)F
    6	35	-2	93	8	0	88	93	0.4
- COc1ccc2c(C)nc(N/C(N)=N/S(=O)(=O)c3ccc(C)cc3)nc2c1
    10	-1	-8	104	5	4	81	100	1.1
- CNC(=O)C(C)N1c2cccc3cccc(c23)S1(=O)=O (centres undefined)
    nt	0	nt	103	nt	0	96	102	-0.4
- O=c1[nH]n(CCO)c(=O)c2cccnc12
    3	20	8	102	-2	1	115	102	-0.1
- c1ccc2c(c1)C(=Nn1cnnc1)c1ccccc1-2
    3	1	-7	93	2	0	102	89	-0.1
- CN1C[C@H](C(=O)N[C@]2(C)O[C@@]3(O)[C@@H]4CCCN4C(=O)[C@H](Cc4ccccc4)N3C2=O)CC2c3cccc4[nH]cc(c34)C[C@H]21 (some centres undefined)
    14&18	-1&-6	22&18	103&89	12&15	4&2	103&90	130&83	nt
- O=C(N/N=C/c1ccc2c(c1)OCO2)c1ccn(Cc2ccc(Cl)cc2)n1
    nt	-5	nt	91	nt	0	79	91	nt
- CCCn1c(N)c(N2CCCCC2)c(=O)n(CC(=O)Nc2cccc(S(=O)(=O)N(C)C)c2)c1=O
    nt	2	4	100	nt	1	84	103	nt

The list continues:
Results follow in this order: Bcl-xL primary	VLA-4 inh	GLD-1 TGE inh	AGP1 TOR yeast	MCL1-BIM inh	GRK2 aptamer HTS	CR mimetic SO	CIT2 TOR yeast	MEX-5 binding
- CCCCN1C(=O)C(=O)N(CC(=O)Nc2cc(S(=O)(=O)N(C)C)ccc2C)C1=O
    4	10	2	106	-4	0	92	107	-0.9
- Cc1ccc(CNC(=O)c2cc(S(=O)(=O)N3CCCC3)cn2C)cc1
    -2	-10	4	101	4	1	82	96	-0.8
- COc1ccc(N2CC(NC(=O)c3cccc4ccccc34)CC2=O)cc1OC (centres undefined)
    4	3	10	99	-3	1	104	87	-1.8
- O=C1CCN(CCc2ccccc2)CCN1[C@H](CSc1ccc(Br)cc1)Cc1ccccc1
    2	nt	-7	nt	-3	nt	nt	nt	3.8
- Cc1cccc(C(=O)n2c(=S)nc3ccccn32)c1
    4	2	5	91	4	49*	87	nt	-1.7
- Cc1c(NC(=S)NC(=O)CSc2ccc(Cl)cc2)cccc1C(=O)O
    4	-4	5	104	10	2	106	102	0.7
- N/C(=N\S(=O)(=O)c1cc(C(F)(F)F)cc(C(F)(F)F)c1)c1ccncc1
    -5	-11	12	104[may fluoresce green]	6	2	85	123[may fluoresce green]	1.1
- CCOC(=O)C1(CCOc2ccccc2)CCN(Cc2ccc(C(=O)OC)cc2)CC1
    nt	1	nt	103	nt	1	94	95	4.7
- CN(C)CCOC(=O)CCc1ccccc1
    4	3	3	94	4	0	95	92	-4.1
- O=C(O)CCn1cc(/C=C2\NC(=S)N(c3ccccc3)C2=O)c(-c2ccc(Br)cc2)n1
    2	-5	11	106	4	2	116	113	1.5
- CC(C)n1c(SCC(=O)Nc2nncs2)nnc1C1CC1
    3	14	3	103	1	0	88	108	-1.9
- c1ccc(C2CC(c3ccccc3)n3ncnc3N2)cc1 (centres undefined)
    0	25	0	95	6	3	99	100	-0.3
- O=C(NCc1cccnc1)[C@@H]1CC=C[C@@H]2CCN(Cc3ccccc3)C(=O)[C@@H]21
    4	2	-9	85	12	3	110	98	0.0
- COc1ccc2c(c1)cc(C)c1nnc(SCC(=O)N(C)c3nc(-c4ccccc4)cs3)n12
    2	19	2	110	4	0	110	113	-1.4
- COc1cccc(-n2c(=O)c3sccc3n(CC(=O)NCC3CCCO3)c2=O)c1 (centres undefined)
    2	0	7	101	-2	2	95	104	0.1
- CCN(CC)C(=S)Nc1ccc(Cl)c(Cl)c1
    0	-9	-1	88	7	4	87	100	-2.0
- CS(=O)(=O)N(CC(=O)N1CCN(c2ccccc2)CC1)c1ccccc1Cl
    0	-4	9	93	-6	1	98	94	2.0
- O=[N+]([O-])c1ccc(N2CCN(c3cccc(Cl)c3)CC2)cn1
    1	6	-4	97	6	2	100	101	-14

From PubChem
